OXTR potentiate = human OXTR potentiators, primary screen, fluorescence, CHO-OTR cells, Fluo-8 calcium; Oxytocin receptor (Homo sapiens), P30559; Fluo-8 calcium fluorescence, potentiator mode; 0% = oxytocin EC15, 100% = EC100; activation, % at 3 µM; hit rate 0.061% among 320,000;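 active = activation above that plate's cutoff, the mean activation of tested compounds plus 3 SD, cut at about 6.6% in these data, passing the limit was not always enough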;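 note: 100% uses oxytocin at 75 nM as the full agonist control; some results filed as inactive read as strong as hits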
Target sequence (P30559 whole entry, looked up): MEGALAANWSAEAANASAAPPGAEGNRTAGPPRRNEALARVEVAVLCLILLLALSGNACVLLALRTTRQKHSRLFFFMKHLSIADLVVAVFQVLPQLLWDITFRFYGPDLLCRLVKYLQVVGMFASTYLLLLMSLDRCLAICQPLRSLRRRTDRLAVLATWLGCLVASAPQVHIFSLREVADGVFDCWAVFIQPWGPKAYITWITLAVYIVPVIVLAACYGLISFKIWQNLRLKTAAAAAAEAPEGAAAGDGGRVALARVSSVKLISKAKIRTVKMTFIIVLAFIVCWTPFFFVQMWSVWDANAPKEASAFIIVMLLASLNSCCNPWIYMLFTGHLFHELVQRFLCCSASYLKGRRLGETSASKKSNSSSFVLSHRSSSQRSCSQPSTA
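System: human OTR in CHO cells / Also added: sub-maximal oxytocin, roughly EC15 / Control set: EC15 oxytocin low, 75 nM oxytocin high / Schedule: 6 min compound pre-incubation at room temperature, 100 s kinetic read / Compound: single-point 3.0 µM / Replication: singlicate / Technique: Fluo-8 calcium dye fluorescence / Read-out basis: % activation of max/min ratio relative to oxytocin controls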
M1 ag parental = counter-screen for M1 agonists: effect in parental CHO-K1 cells; hit rate 0.48% among 360,000; Fluo-8 calcium fluorescence; scaled to maximal ATP response, vehicle zero; activation, % at 3 µM; in the data active = activation above about 15%;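 note: untransfected CHO-K1 host cells lacking M1 receptor as counterscreen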
CHO-K1 Ca PAM = nonselective calcium activators in parental CHO-K1 cells, primary screen, counter-screen for M1 PAM project, cell-based, Fluo-8 calcium fluorescence, full deck, 1536-well; ATP EC20; 0% at ATP EC20, 100% at ATP max; hit rate 0.02% among 360,000; activation, % at 3 µM;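 active = activation above the run cutoff, the mean activation of all test compounds plus 3 SD, cut at about 40% in these data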;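 note: peak over basal fluorescence ratio in a 140 s read after ATP addition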
CHRM1 agonist = human M1 muscarinic receptor agonists, primary screen, Fluo-8 calcium fluorescence, CHO-K1 cells, HTS. hit rate 0.33% among 360,000. CHO-K1 hM1, agonist mode; 0% DMSO, 100% acetylcholine EC100. AID 588814, 2011. activation, % at 3 µM;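 active = activation above the run's mean compound activation plus 3 SD, cut at about 16% in these data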;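 note: peak over basal fluorescence ratio within a 140 s kinetic read after compound addition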
Target sequence (P11229 whole entry, looked up): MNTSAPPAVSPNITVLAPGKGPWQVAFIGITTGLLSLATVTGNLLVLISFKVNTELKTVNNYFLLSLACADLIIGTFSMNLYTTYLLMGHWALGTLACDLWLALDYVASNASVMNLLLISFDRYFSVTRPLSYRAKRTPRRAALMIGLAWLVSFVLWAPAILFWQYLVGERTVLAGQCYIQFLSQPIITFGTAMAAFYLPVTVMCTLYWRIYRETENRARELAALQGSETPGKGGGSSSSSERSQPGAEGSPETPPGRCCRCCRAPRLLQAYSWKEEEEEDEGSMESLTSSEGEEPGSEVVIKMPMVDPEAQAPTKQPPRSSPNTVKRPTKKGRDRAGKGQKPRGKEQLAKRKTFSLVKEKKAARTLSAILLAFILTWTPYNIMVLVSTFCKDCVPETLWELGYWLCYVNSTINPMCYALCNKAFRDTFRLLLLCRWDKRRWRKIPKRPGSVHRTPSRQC
TAAR1 antag = human TAAR1 antagonists, primary screen, Fluo-8 calcium fluorescence, CHO RD-HGA16 cells; inhibition, % at 3 µM; Trace amine-associated receptor 1 (Homo sapiens), Q96RJ0; hit rate 1.5% among 360,000; antagonist;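 active = inhibition above a per-plate cutoff, the mean inhibition of test compounds on that plate plus 3 SD, cut at about 49% in these data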;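 note: 0% = DMSO plus EC80 beta-PEA response and 100% = DMSO alone without agonist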
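Test system: CHO RD-HGA16 cells bearing hTAAR1 | Reagent: β-PEA, EC80 | Compound dosing: 3 µM, single point | Schedule: Dye loading 75 min at 37 °C, then 30 min room temperature | Signal: Calcium fluorescence with Fluo-8 | Evaluation: Percent inhibition of PEA-evoked calcium signal, max/basal emission ratio | Control set: DMSO-only wells and EC80 β-PEA-stimulated wells | Repeats: Singlicate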
TAAR1 agonist = human TAAR1 agonists, primary screen, Fluo-8 calcium fluorescence, CHO RD-HGA16 cells | hit rate 0.99% among 360,000 | Trace amine-associated receptor 1 (Homo sapiens), Q96RJ0 | activation, % at 3 µM | vehicle wells 0%, saturating PEA agonist 100%;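 active = activation above the mean activation of all test compounds in the run plus 3 SD, cut at about 38% in these data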
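Signal – calcium-sensitive Fluo-8 signal, excitation 470-495, emission 515-575 nm · System – RD-HGA16 (CHO) cells co-expressing Gα16 and hTAAR1 · Incubation – 17-24 h seeding, 75 min 37 °C dye, 30 min RT · Compound dosing – 3 µM single concentration · Repeats – no replicates (n 1)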
CHO-K1 Ca antag = M1 antagonist counterscreen hit in parental CHO-K1 cells; ATP-induced calcium, Fluo-8 fluorescence; inhibition, % at 3 µM; hit rate 0.6% among 360,000; AID 602250;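 active = inhibition above a per-plate cutoff, the plate's mean sample inhibition plus 3 SD, cut at about 24% in these data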;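 note: 0% = DMSO plus EC80 ATP and 100% = DMSO alone without ATP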
V1aR counter = agonists of human V1a receptor, primary screen, counter-screen for OXTR agonist project, fluorescence, CHO-V1R cells | hit rate 0.25% among 320,000 | activation, % at 3 µM | Vasopressin V1a receptor (Homo sapiens), P37288 | AID 2797, 2010 | Fluo-8 calcium fluorescence, agonist mode; 0% DMSO, 100% 3 nM vasopressin;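 active = activation above the mean activation of all tested compounds plus 3 SD, per screening run, cut at about 20% in these data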;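 note: signal is peak over basal fluorescence ratio across a 100 second FLIPR read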
CHO parental Ca = ATP-evoked calcium signal inhibitors, parental CHO, primary screen, counter-screen for OX1R antagonist project, cell-based, fluorescence, Fluo-8 calcium dye | parental CHO-K1, ATP-induced calcium, Fluo-8 fluorescence | inhibition, % at 5.6 µM | hit rate 0.63% among 330,000 | AID 463079, 2010;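 active = inhibition above that plate's mean sample inhibition plus 3 SD, cut at about 26% in these data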;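 note: 0% = ATP-challenged DMSO wells and 100% = DMSO wells without ATP; some compounds past the cut are filed as inactive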
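Measured by: calcium-sensitive Fluo-8 fluorescence / Test system: CHO parental line / Controls: ATP-challenged DMSO wells low, unchallenged DMSO wells high / Measure: % inhibition / Compound: single nominal dose of 5.6 µM per compound / Replicates: single well per compound, no replicates / Reagent: ATP as calcium-mobilizing challenge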
* hit, by the source's call; nt = not tested or not shown. An unsorted share of the library, and some 3.3% of all compounds hit somewhere here.

SMILES	OXTR potentiate	M1 ag parental	CHO-K1 Ca PAM	CHRM1 agonist	TAAR1 antag	TAAR1 agonist	CHO-K1 Ca antag	V1aR counter	CHO parental Ca
Oc1ccc(/C=N/Nc2nc(N3CCCC3)nc(N3CCCC3)n2)cc1O	-7	1.3	2	-3	6	11	-4	-0.6	-2
COC(=O)c1cc(-c2cccs2)nc2ccccc12	8	4.9	-7	-6	nt	nt	2	-0.7	-22
Cc1ccc(S(=O)(=O)NCCC(=O)N2CC(C)OC(C)C2)cc1C (configuration not stated)	-15	0.6	-2	2	-13	2	8	2.3	2
O=C(Oc1ccc(N2C(=O)CCC2=O)cc1)c1ccccc1Cl	-8	1.4	17	-10	12	-1	-8	1.8	-15
O=C(O)c1ccc(NC(=O)c2cccc(C(=O)Nc3ccc(C(=O)O)cc3)n2)cc1	-3	-0.7	-4	-4	-12	2	-12	-0.4	-4
CC1(C)Cc2c(cnn2-c2ccccc2)C(NC(=O)C2(C(N)=O)CC2)C1 (configuration not stated)	5	3.2	-12	-3	-5	1	8	0.9	-12
CCN(CC(=O)Nc1ccc(Br)c(C)c1)CC(=O)NC(C)C	-14	1.2	10	-6	-6	2	4	0.0	-16
Cc1cccc(CN2CCN(C3CN(Cc4cn(Cc5cccc(Cl)c5)nn4)S(=O)(=O)C3)CC2)c1 (configuration not stated)	nt	1.4	4	nt	-2	0	-22	nt	nt
O=C1CSC(c2cccnc2)N1Cc1ccc(Cl)c(Cl)c1 (configuration not stated)	-8	0.9	12	-5	-4	6	-14	-0.2	-4
CCC(CC)c1nnc(NC(=O)c2cc([N+](=O)[O-])ccc2N2CCOCC2)s1	0	0.0	16	2	3	11	-3	1.1	-22
CCCc1nc2c(=O)n(C)c(=O)[nH]c2n1CCC	-10	0.8	16	-2	5	0	-8	0.9	6
COc1cc(NC(=O)COc2cc3oc(=O)cc(C)c3cc2Cl)cc(OC)c1OC	-5	0.8	-5	-2	-16	9	-8	5.7	-4
COc1ccc(CN=C(NS(=O)(=O)c2cccs2)SC)cc1	-7	2.9	22	-4	-2	1	-5	3.0	-2
CCOc1ccc(-c2cc(C(=O)NCCCN3CCCC3)c3ccccc3n2)cc1	-9	1.5	-8	-12	17	3	-7	3.7	-3
COc1ccc(OC)c(C(=O)CSc2nnnn2C)c1	-3	0.1	12	-4	-14	1	4	0.4	-2
Fc1ccccc1CNC(=S)Nc1cccc(C(F)(F)F)c1	-10	12	3	-4	45	6	16	7.2	0
COC(=O)C1=C(C)N(CCCC(=O)O)C(=O)NC1c1ccccc1OS(=O)(=O)c1ccccc1[N+](=O)[O-] (configuration not stated)	-1	0.3	10	-6	-8	2	-12	1.3	-4
Cc1cc(C(=O)COC(=O)C2=NNC(=O)CC2)c(C)n1-c1ccc(OC(F)F)cc1	-7	0.7	10	-4	0	-5	-12	1.4	-7
N#CCCCCN1CCCC1	nt	-1.0	-10	-2	-11	3	14	nt	nt
COc1ccc(NC(=O)CSCC(=O)Nc2nnc(CC(C)C)s2)cc1	3	0.8	0	-4	-3	0	9	-0.2	-23
O=C1c2ccc([N+](=O)[O-])cc2S(=O)(=O)N1Cc1ccccc1	-5	2.9	6	-4	-4	5	-15	-0.2	-8
O=C(O)CC1(CC(=O)Nc2ccc3c(c2)C(=O)OC3)CCCCC1	-1	1.1	-4	2	-17	1	3	0.3	3
Cc1cc(-n2c(C)cc(C(=O)CSc3nc(N)cc(=O)[nH]3)c2C)no1	-1	0.1	-1	-5	-11	2	1	0.3	17
Cc1ccccc1C1c2[nH]c3ccccc3c2C[C@H]2C(=O)N(C3CCN(Cc4ccccc4)CC3)CC(=O)N12 (some centres not stated)	-7	0.9	18	-10	6	1	-15	2.9	-10
CCn1c2ccc(C)cc2c2nnc(NN)nc21	-6	0.1	1	-10	12	4	-1	0.9	-34
O=C(CSc1ncnc2c1oc1ccccc12)Nc1ccc2c(c1)OCCO2	-3	0.0	8	-2	-13	11	1	1.0	-12
O=C(Cn1nnc(-c2ccc(Cl)cc2)n1)N1CCN(C(=O)c2ccco2)CC1	-3	0.9	3	-3	-14	-2	-14	0.2	-22
CC1(C)CN=c2s/c(=C\c3ccc(Cl)cc3)c(=O)n2C1	-7	1.6	-5	-6	13	11	9	5.7	-21
CCOC(=O)Nc1ccc2c(CN3C(=O)NC(CC)(CC)C3=O)cc(=O)oc2c1	1	nt	nt	nt	-13	9	nt	0.3	-2
COC(=O)CC1C(=O)NCCN1C(=S)NC(=O)CCc1ccccc1 (configuration not stated)	-2	0.0	19	-4	-18	0	-15	-0.2	-3

Shown as labelled records: four of the compounds above.
Cc1ccccc1C1c2[nH]c3ccccc3c2C[C@H]2C(=O)N(C3CCN(Cc4ccccc4)CC3)CC(=O)N12 (some centres not stated)
- OXTR potentiate: -7
- M1 ag parental: 0.9
- CHO-K1 Ca PAM: 18
- CHRM1 agonist: -10
- TAAR1 antag: 6
- TAAR1 agonist: 1
- CHO-K1 Ca antag: -15
- V1aR counter: 2.9
- CHO parental Ca: -10
CCn1c2ccc(C)cc2c2nnc(NN)nc21
- OXTR potentiate: -6
- M1 ag parental: 0.1
- CHO-K1 Ca PAM: 1
- CHRM1 agonist: -10
- TAAR1 antag: 12
- TAAR1 agonist: 4
- CHO-K1 Ca antag: -1
- V1aR counter: 0.9
- CHO parental Ca: -34
O=C(CSc1ncnc2c1oc1ccccc12)Nc1ccc2c(c1)OCCO2
- OXTR potentiate: -3
- M1 ag parental: 0.0
- CHO-K1 Ca PAM: 8
- CHRM1 agonist: -2
- TAAR1 antag: -13
- TAAR1 agonist: 11
- CHO-K1 Ca antag: 1
- V1aR counter: 1.0
- CHO parental Ca: -12
O=C(Cn1nnc(-c2ccc(Cl)cc2)n1)N1CCN(C(=O)c2ccco2)CC1
- OXTR potentiate: -3
- M1 ag parental: 0.9
- CHO-K1 Ca PAM: 3
- CHRM1 agonist: -3
- TAAR1 antag: -14
- TAAR1 agonist: -2
- CHO-K1 Ca antag: -14
- V1aR counter: 0.2
- CHO parental Ca: -22

The listing continues.
SMILES	OXTR potentiate	M1 ag parental	CHO-K1 Ca PAM	CHRM1 agonist	TAAR1 antag	TAAR1 agonist	CHO-K1 Ca antag	V1aR counter	CHO parental Ca
CCn1nc(C)cc1C(=O)OCC(=O)c1ccc(Cl)cc1	-5	0.2	6	-5	-29	-1	-7	0.7	-4
Cc1ccc2c(CN3CCN(S(=O)(=O)c4ccccc4C(F)(F)F)CC3)cc(=O)oc2c1	-9	6.9	-24	-1	35	9	-4	5.5	9
CC(=O)C(c1ccccc1)C(c1ccccc1)C(C)[N+](=O)[O-] (configuration not stated)	2	0.0	6	0	2	-1	-1	-0.3	-16
COc1cccc(CN(C)CC(=O)Nc2cccc(C(F)(F)F)c2)c1OC	-4	15	3	-6	5	2	9	0.6	-3
FC(F)(F)Oc1ccc(NC(=S)NCCCN2CCOCC2)cc1	-2	1.6	18	-4	18	4	-11	-0.3	-2
O=C(NCCN1CCNC1=O)C1CCC(=O)N(Cc2cccc(C(F)(F)F)c2)C1 (configuration not stated)	-9	0.2	15	-1	5	2	-14	1.2	-11
CSc1ncccc1C(=O)NCCc1ccc(S(N)(=O)=O)cc1	1	-0.1	-4	-3	-13	1	-5	1.4	-9
CSc1ccccc1NC(=O)c1cccs1	-8	-0.3	-8	-2	-30	5	17	0.0	-7
Cc1cc(NC(=O)c2cc3ncc(Br)cn3n2)no1	-14	-0.1	10	-4	-7	0	3	0.8	19
O=C(NCCc1c[nH]c2ccccc12)c1cc2sccc2n1Cc1ccccc1	-9	-0.2	10	-4	10	0	-7	1.3	-18
Cc1ccc(NC(=O)CNc2cccc(C)c2C)c(C)c1	-6	0.2	11	-4	7	5	0	0.1	-22
COc1cc([N+](=O)[O-])ccc1NC(=S)NNC(=O)CCC(=O)Nc1ccccc1Cl	2	-0.5	-7	-1	-1	-1	-2	0.8	-19
Cn1cncc1C#Cc1c(C=O)[nH]c2ccccc12	1	-0.4	-3	-6	-4	6	-5	-1.5	-5
CS(=O)(=O)c1cccc(NC(=O)CSc2nnc3n2CCCCC3)c1	-4	-0.6	4	-3	6	1	4	1.7	-9
CC(=O)c1cccc(CN2CCN(Cc3ccccc3)C(CCO)C2)c1 (configuration not stated)	0	-0.5	2	-4	-18	-1	-7	-0.4	-22
Nc1nc2nc(-c3ccc(OCc4ccccc4)cc3)cc(C(F)(F)F)n2n1	-5	-0.1	-6	-3	1	8	9	0.5	-23
CCN(CC)C1CCN(C(=O)c2cc(COc3cccc4cccnc34)on2)C1 (configuration not stated)	nt	0.2	4	-1	2	0	-11	nt	nt
Cc1c(C(=O)NCCN2CCOC2=O)oc2c(F)cccc12	-9	0.3	1	3	-10	1	-14	0.7	-9
CCCc1cc(=O)[nH]c2nnc(SCC(=O)Nc3cccc(NC(C)=O)c3)n12	1	-0.4	-23	20*	-16	2	11	-0.5	-5
O=C1C(Cl)=C(NC2CCCCC2)C(=O)N1c1ccc(Cl)cc1	-3	-0.1	17	-8	-27	0	-6	-0.1	-24
CCCCCOc1ccc(CSC2=NCCN2)cc1[N+](=O)[O-]	-16	6.2	8	-12	10	40*	-8	2.5	-3
CCOc1ccc2[nH]c(=O)c(CN(Cc3cccs3)Cc3nnnn3C(C)(C)CC)cc2c1	-3	4.5	35	-1	55*	12	-23	0.0	-46
COc1ccc(S(=O)(=O)N(C)C)cc1NC(=O)COc1ccc2c(c1)CCC2	nt	3.3	6	0	9	-2	-10	nt	nt
COc1cc(C(=O)O)nc2ccc([N+](=O)[O-])cc12	-10	0.3	16	-5	0	6	-1	0.8	-12
CCn1cc(CNC(=O)c2cc(-c3ccccc3OC)nc3ccccc23)c(C)n1	-8	2.8	7	1	31	11	-3	0.0	-7
Clc1ccc(Cl)c(-c2ccc(/C=N/c3ncn[nH]3)o2)c1	8	0.1	-9	0	7	10	-1	-0.9	5

Screening results as filed in PubChem BioAssay.
